# Assay outcomes: PubChem, NCI
# NCI-60 one-dose screen, 48 h, at 10 µM unless noted. Numbers give growth in % (100 = growth as untreated, 0 = no growth, -100 = all killed).
# NCI-H23 = NCI-H23 lung cancer | 80,000 tested, 4% active
# NCI-H322M = NCI-H322M lung cancer | 80,000 tested, 2.7% active
# NCI-H226 = NCI-H226 lung cancer | 79,000 tested, 3.5% active
# HT29 = HT29 colon cancer; 81,000 tested, 7.4% active; AID 1794748
# NCI-H522 = NCI-H522 lung cancer; 78,000 tested, 8% active; AID 1794739
# RXF 393 = RXF 393 renal cancer cells | 77,000 tested, 6.9% active
# A498 = A498 renal cancer cells; 76,000 tested, 5.4% active; AID 1794774
# NCI-H460 = NCI-H460 lung cancer. 82,000 tested, 6.8% active. AID 1794736
# COLO 205 = COLO 205 colon cancer | 79,000 tested, 7.3% active | AID 1794742
# The depositor's hits bear a star; · = not tested or not shown; & = joins results of further samples; ! = not active in a repeat; [ ] = another dose, or the depositor's remark. Rule for the calls: active = growth percent below 10; inactive = the rest. The order is random, and some 12% of all compounds hit somewhere here.
no.	Compound	NCI-H23	NCI-H322M	NCI-H226	HT29	NCI-H522
1	C=C(C)[C@@H]1CC[C@]2(C(=O)Nc3ccc(S(=O)(=O)c4ccc(NCCC#N)cc4)cc3)CC[C@]3(C)[C@H](CC[C@@H]4[C@@]5(C)CCC(=O)C(C)(C)[C@@H]5CC[C@]43C)[C@@H]12	92[100 µM]	94[100 µM]	95[100 µM]	91[100 µM]	75[100 µM]
2	O=C(c1ccccc1)c1ccc2nc(-c3ccccc3Br)[nH]c2c1	·	-96*	-28*	-71*	-75*
3	C=C(C)[C@@H]1CC[C@]2(COP(=O)(OCC)OCC)CC[C@]3(C)[C@H](CC[C@@H]4[C@@]5(C)CCCNC(C)(C)[C@@H]5CC[C@]43C)[C@@H]12	37	85	54	5.6*	·
4	CCN(CC)C1N=C(C)Nc2c1sc(=S)n2-c1ccc(OC)cc1OC (stereo unspecified)	79	86	78	88	78
5	CCN1CCN(CC(=O)Nc2cccc(-n3cc(-c4ccncc4)c(-c4ccc(Cl)c(OC)c4)n3)c2)CC1	100	100	106	86	80
6	N#CCC(=O)NNS(=O)(=O)c1ccc(Cl)cc1	115	103	97	105	93
7	CN(C)CCCOc1c2ccccc2nc2c1oc1ccc(Cl)cc12	·	-9.9*	-7.0*	-43*	-57*
8	COc1ccc(-c2csc(C3=C(O)CN(C(C)C)C3=N)n2)cc1OC	101	92	84	102	89

no.	RXF 393	A498	NCI-H460	COLO 205
1	98[100 µM]	113[100 µM]	96[100 µM]	102[100 µM]
2	-90*	9.8*	-22*	-75*
3	-8.3*	55	-33*	-15*
4	90	83	108	108
5	124	104	105	116
6	116	90	112	107
7	-74*	-6.1*	4.4*	-24*
8	84	90	120	128

no.	Compound	NCI-H23	NCI-H322M	NCI-H226	HT29	NCI-H522
9	O=C1C(=O)N(CCCCn2cc(CN(Cc3ccccc3)Cc3ccccc3)nn2)c2ccccc21	98	95	88	103	77
10	CC(C)C(NC=O)C(=O)O (stereo unspecified)	104	78	100	100	·
11	Cc1cccc(C)c1N1C(=O)CC(Sc2ccccc2N)C1=O (stereo unspecified)	101	127	106	95	95
12	CCCCN1C(=O)c2cccc3c(OC)cc(/C=C/C(=O)OCC)c(c23)C1=O	97	101	97	109	95
13	O=C(N/N=C/[C@@H](O)[C@H](O)[C@H](O)CO)c1ccc(NC(=O)c2cccnc2)cc1	107	104	100	105	99
14	Cc1nc(OCc2ccccc2)c(C#N)c2c1CCCC2	73	80	61	87	70
15	CC(C)(C)OC(=O)N(CCOCCO)c1ccn2ncc(-c3ccc(C(=O)O)c(O)c3)c2n1	94	88	91	103	93
16	Nc1cc(F)ccc1NC(=O)c1ccc(NC(=O)C/C=C/c2cccnc2)cc1	63	67	71	24	15

no.	RXF 393	A498	NCI-H460	COLO 205
9	95	80	100	108
10	103	113	110	111
11	109	100	115	108
12	98	109	104	114
13	109	102	108	107
14	·	117	111	99
15	104	90	102	116
16	87	43	57	21

no.	Compound	NCI-H23	NCI-H322M	NCI-H226	HT29	NCI-H522
17	O=C(Nc1ccccc1)c1cc(-n2cnc([N+](=O)[O-])c2)ccn1	109	98	93	101	·
18	CC(=O)[C@@H]1CC[C@]2(C(N)=O)CC[C@]3(C)[C@H](CC[C@@H]4[C@@]5(C)CCCNC(C)(C)[C@@H]5CC[C@]43C)[C@@H]12	94	96	100	4.0*	107
19	CCCCCn1sc(=O)n(Cc2ccc(CNC(=O)OCc3ccc4c(Br)cc(Br)c(O)c4n3)cc2)c1=O	78	69	78	102	70
20	CC(=O)N1Cc2ccccc2C(C)Cc2cc(Cl)ccc21 (stereo unspecified)	106	98	117	98	96
21	COc1ccc(/C=C/c2nc(N/N=C/c3ccc(Cl)cc3)c3ccccc3n2)cc1	78	35	57	63	76
22	O=C(Cc1ccc2c(c1)CN(C1CCC(=O)NC1=O)C2=O)NCCc1ccccc1 (stereo unspecified)	73	23	11	31	35
23	CCCCCCC(C)OC(=O)c1ccccc1 (stereo unspecified)	99	96	102	95	87
24	OC(CN1CCCC1)c1ccccc1 (stereo unspecified)	98	120	103	127	·

no.	RXF 393	A498	NCI-H460	COLO 205
17	34	113	109	136
18	70	97	86	87
19	83	79	38	106
20	124	76	105	117
21	98	·	65	48
22	·	1.5*	110	0.2*
23	99	118	121	106
24	124	104	106	106

no.	Compound	NCI-H23	NCI-H322M	NCI-H226	HT29	NCI-H522
25	Nc1c(I)cc(I)c(C(=O)O)c1I	101	116	113	103	83
26	CCOC(=O)Cc1cnn(C)c1-n1nnc2ccccc2c1=O	102	106	100	100	99
27	O=C1[C@H]2Cc3c([nH]c4ccccc34)[C@H](c3ccc(Cl)cc3)N2C(=O)CN1C1CCN(Cc2c(F)cccc2F)CC1	·	91[8.33 µM]	77[8.33 µM]	75[8.33 µM]	74[8.33 µM]
28	Cc1cc(Cl)cc2c1OCOC2	101	86	103	94	77
29	CC(=O)Nc1ccc(OC(C)=O)cc1	103&12	112&30	5.5*!	-0.8*!	-32*!
30	N#C/C(=C\NCc1ccc2c(c1)OCO2)S(=O)(=O)c1ccccc1	113	120	111	119	161
31	CCOC(=O)/C(C#N)=C\c1ccc2ccccc2c1	104	89	106	100	·
32	O=C(c1ccccc1)c1cc2ccccc2o1	94&100	101	97&99	96&105	89&99

no.	RXF 393	A498	NCI-H460	COLO 205
25	131	105	114	108
26	100	106	103	110
27	59[8.33 µM]	86[8.33 µM]	84[8.33 µM]	82[8.33 µM]
28	112	100	109	98
29	-5.2*!	-40*!	2.3*!	-81*!
30	118	124	115	114
31	101	108	109	108
32	120&116	96&97	100&109	123&112

no.	Compound	NCI-H23	NCI-H322M	NCI-H226	HT29	NCI-H522
33	O=S(=O)(Nc1ccccn1)c1ccc(Nc2nc(O)c(/C=C3\C=Nc4ccccc43)s2)cc1	97	92	94	123	83
34	N#CC1=C(N)n2nc(-c3cccnc3)nc2NC1c1ccc(F)cc1 (stereo unspecified)	94	99	85	115	94
35	CCN(c1cc(-c2ccc(CN3CCC(/C=C/S(=O)(=O)c4ccccc4)CC3)cc2)cc(C(=O)NCc2c(C)cc(C)[nH]c2=O)c1C)C1CCOCC1	81	85	78	21	78
36	Cc1c2c(cc3c1OCN(Cc1ccccc1)C3)OCN(Cc1ccccc1)C2	94	96	107	103	77
37	Cc1[nH]c2ccccc2c1CCNC(=O)C1CCN(C(=O)c2ccc3ccccc3c2)CC1	91	99	87	78	53
38	Cc1ccc(S(=O)(=O)Nc2ccc(Br)cc2C(=O)O)cc1	·	102	95	111	101
39	CCOC(=O)/C(F)=C/C1CC1CCc1ccccc1 (stereo unspecified)	101	108	103	111	101
40	CC1(C)C2CC=C(C=C(C#N)C#N)C1C2 (stereo unspecified)	96	110	96	104	71

no.	RXF 393	A498	NCI-H460	COLO 205
33	110	89	108	122
34	94	58	94	115
35	18	51	84	100
36	106	74	105	103
37	105	93	98	108
38	96	86	103	126
39	110	84	104	112
40	115	109	110	109

no.	Compound	NCI-H23	NCI-H322M	NCI-H226	HT29	NCI-H522
41	O=C(OCc1ccccc1OC1O[C@H](CO)[C@@H](O)[C@H](O)[C@H]1O)[C@@]1(O)C(=O)C2C=CC1C1C2C=CC(=O)[C@]1(O)C(=O)OCc1ccccc1O[C@@H]1O[C@@H](CO)[C@H](O)[C@@H](O)[C@@H]1O (stereo partly specified)	102	111	133	113	111
42	CCOC(=O)C1=C(Nc2ccc(OC)cc2)C(N)=NC1=N	53	50	43	12	42
43	NOC(=O)CC[C@H](N)C(=O)O	102[20 µM]	103[20 µM]	115[20 µM]	109[20 µM]	96[20 µM]
44	NS(=O)(=O)c1ccc(CCN2C(=O)c3ccccc3C2=O)cc1	94	101	106	96	98
45	CC(C)(C)Nc1nc2c(OCCc3ccccc3)cccn2c1-c1cccc(F)c1	·	20	-7.7*	-14*	-0.5*
46	NC1CCC(Nc2nc(NCc3ccc(-c4ccco4)nc3)c3ncn(C4CCCC4)c3n2)CC1 (stereo unspecified)	-18*	21	-19*	-22*	-71*
47	Cn1ccc2cc(NC(=O)Cn3cc(-c4ccc(F)cc4)nn3)ccc21	109	113	106	116	96
48	CC/C=C\C/C=C\C[C@H]1C/C=C2/C(=O)C=C[C@H]2C/C=C\CCC(=O)O1	7.9*	53	-5.6*	-16*	-56*

no.	RXF 393	A498	NCI-H460	COLO 205
41	133	166	119	116
42	47	6.8*	22	-10*
43	95[20 µM]	116[20 µM]	111[20 µM]	·
44	112	95	113	122
45	-43*	-19*	-11*	-75*
46	-50*	-71*	5.0*	-63*
47	115	127	109	114
48	-48*	78	-5.4*	-32*

no.	Compound	NCI-H23	NCI-H322M	NCI-H226	HT29	NCI-H522
49	COc1ccccc1C(C)=O	109&94	103&98	107&95	102&114	113
50	COc1ccc(CCN2C(=O)C(C)SC2=S)cc1 (stereo unspecified)	105	99	98	105	96
51	CCCCOc1nc2ccccc2cc1/C=C/C(=O)/C=C(/C=C/c1cc2ccccc2nc1OCCCC)OB(F)F	97	90	103	105	85
52	O=S(=O)(Nc1nccs1)c1ccc(Nc2nc(-c3ccccn3)cs2)cc1	98	133	105	109	82
53	CCOCCC(=O)O	110	113	99	104	102
54	CN1CC(c2ccccc2)C2(SC(=Nc3ccccc3)N(Nc3ccccc3)C2=O)C12C(=O)Nc1ccccc12 (stereo unspecified)	·	70	64	69	72
55	Cc1cnc(C(=O)Nc2nc3ccc(S(=O)(=O)Nc4ccc(C(C)(C)C)cc4)cc3[nH]2)cn1	37	42	31	13	24
56	CC(=O)N1N=C(c2ccc(Br)cc2)CC1c1c(C)nn(-c2ccccc2)c1N1CCOCC1 (stereo unspecified)	102	100	88	78	·

no.	RXF 393	A498	NCI-H460	COLO 205
49	121&99	108&92	109&100	105&105
50	99	·	106	115
51	118	133	121	109
52	101	97	111	122
53	108	80	102	110
54	54	58	50	64
55	-14*	·	1.7*	6.6*
56	93	76	98	97

no.	Compound	NCI-H23	NCI-H322M	NCI-H226	HT29	NCI-H522
57	CCOC(=O)c1cc(C(=O)N2c3ccccc3Sc3ccccc32)n2c3ccccc3n(C)c12	96	103	96	112	78
58	Clc1ccc(C2=CCCCC2)cc1	99	107	92	106	94
59	CSc1nc(N)c(CNCc2ccccc2)c(=O)n1C	94	85	100	104	76
60	COc1ccc(/C=C2\Oc3cc(OCCCCN4CCCCC4)ccc3C2=O)cc1OC	96	97	88	87	100
61	O=[N+]([O-])c1cc(S(=O)(=O)O)ccc1Cl	106	104	107	103	101
62	CCOCCNc1ccc(S(=O)(=O)c2ccc(N)cc2)cc1N	93	101	95	114	96
63	COc1cc(/C=C/C(=O)c2cc(OC)c(OC)c(OC)c2)ccc1OCc1ccc(Cl)cc1	·	106	106	114	104
64	Oc1cccc2cnccc12	98	91	87	102	107

no.	RXF 393	A498	NCI-H460	COLO 205
57	103	104	92	110
58	102	·	107	111
59	97	115	105	104
60	87	·	104	110
61	105	92	100	116
62	130	83	109	110
63	99	114	115	116
64	108	93	107	105

no.	Compound	NCI-H23	NCI-H322M	NCI-H226	HT29	NCI-H522
65	O=Nc1c(O)cc(O)c2ccccc12	90	·	97	108	104
66	COc1ccc(-c2onc(NC(C)=O)c2-c2cc(OC)c(OC)c(OC)c2)cc1	111	86	85	101	79
67	C=C1CCC[C@@H]2[C@@](C)(Cc3cc(O)ccc3O)C(C)CC[C@]12C (stereo partly specified)	71	114	65	95	48
68	Cn1cc(-c2csc(-c3c[nH]c4ccc(Br)cc34)n2)c2cnccc21	-64*	-44*	-56*	-70*	-67*

no.	RXF 393	A498	NCI-H460	COLO 205
65	99	102	100	104
66	94	112	109	104
67	76	79	73	102
68	-95*	-97*	-82*	-73*

# In the list so far, these have fluorine:
no.	Compound	NCI-H23	NCI-H322M	NCI-H226	HT29	NCI-H522
16	Nc1cc(F)ccc1NC(=O)c1ccc(NC(=O)C/C=C/c2cccnc2)cc1	63	67	71	24	15
27	O=C1[C@H]2Cc3c([nH]c4ccccc34)[C@H](c3ccc(Cl)cc3)N2C(=O)CN1C1CCN(Cc2c(F)cccc2F)CC1	·	91[8.33 µM]	77[8.33 µM]	75[8.33 µM]	74[8.33 µM]
34	N#CC1=C(N)n2nc(-c3cccnc3)nc2NC1c1ccc(F)cc1 (stereo unspecified)	94	99	85	115	94
39	CCOC(=O)/C(F)=C/C1CC1CCc1ccccc1 (stereo unspecified)	101	108	103	111	101
45	CC(C)(C)Nc1nc2c(OCCc3ccccc3)cccn2c1-c1cccc(F)c1	·	20	-7.7*	-14*	-0.5*
47	Cn1ccc2cc(NC(=O)Cn3cc(-c4ccc(F)cc4)nn3)ccc21	109	113	106	116	96
51	CCCCOc1nc2ccccc2cc1/C=C/C(=O)/C=C(/C=C/c1cc2ccccc2nc1OCCCC)OB(F)F	97	90	103	105	85

no.	RXF 393	A498	NCI-H460	COLO 205
16	87	43	57	21
27	59[8.33 µM]	86[8.33 µM]	84[8.33 µM]	82[8.33 µM]
34	94	58	94	115
39	110	84	104	112
45	-43*	-19*	-11*	-75*
47	115	127	109	114
51	118	133	121	109

# Reformatted field by field: part of the list above
65	O=Nc1c(O)cc(O)c2ccccc12
  NCI-H23: 90
  NCI-H322M: ·
  NCI-H226: 97
  HT29: 108
  NCI-H522: 104
  RXF 393: 99
  A498: 102
  NCI-H460: 100
  COLO 205: 104
66	COc1ccc(-c2onc(NC(C)=O)c2-c2cc(OC)c(OC)c(OC)c2)cc1
  NCI-H23: 111
  NCI-H322M: 86
  NCI-H226: 85
  HT29: 101
  NCI-H522: 79
  RXF 393: 94
  A498: 112
  NCI-H460: 109
  COLO 205: 104
